TRPC6 activator: mouse TRPC6 channel activation | Q61143 | HEK293-TRPC6 membrane potential dye fluorescence; stronger effect = higher value | B-score at 10 µM | 0.13% of 310,000 active | AID 2550;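 active means B-score of the integrated fluorescence ratio above library mean plus 3 SD, and starting fluorescence ratio within library mean plus 5 SD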;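 further: higher score means more depolarization so channel activation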
aSyn UTR inh: 5' untranslated region of α-synuclein, MLPCN primary screen | 0.82% of 300,000 active | alpha-synuclein 5'UTR reporter, inhibitor activity | inhibition, % (tested at 7.5 µM) | AID 1813; in the data active means inhibition above about 60%;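 further: H4 neuroglioblastoma cells stably carrying SNCA 5'UTR luciferase fusion; 0% = DMSO wells and 100% = positive control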
TRPC6 inhibitor: blocks the mouse TRPC6 cation channel | Q61143 | HEK293-TRPC6, membrane potential dye, ACh-evoked depolarization; stronger effect = lower value | B-score at 10 µM | 1.1% of 310,000 active | AID 2553;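 active means B-score under library mean minus 3 SD, initial fluorescence not abnormally high, positive integrated signal ratio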;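 further: B-score derived from integrated fluorescence ratio over the kinetic read; more negative B-score means stronger inhibition of depolarization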
HIF act: HIF pathway transcriptional activation. activation, % at 7.5 µM (by protocol). 0.32% of 300,000 active. U2OS HRE-luciferase reporter, luminescence; normalized: DMSO 0%, desferrioxamine 100%;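 active means mean activation of at least 10% of the iron chelator positive control signal, with at least half of replicates also reaching 10%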
KLF5 inh: inhibitors of KLF5 expression. DLD-1 KLF5 promoter-luciferase reporter, luminescence. inhibition, % at 5 µM. 0.23% of 290,000 active. AID 1700;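 active means inhibition above a per-plate limit of that plate's mean compound inhibition plus 3 SD, cut at about 60% in these data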;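 further: 0% = DMSO wells and 100% = LY294002 at 200 µM; higher means less KLF5 promoter-driven luciferase light; inactives centre near -14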
TRPC4 PAM: TRPC4 (mouse) allosteric potentiation. 0.42% of 310,000 active. AID 2227. Q9QUQ5. B-score at 10 µM. HEK293 TRPC4beta/mu-opioid, DAMGO EC20, Fluo-4 Ca2+ flux; stronger effect = higher value;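 active means B-score of calcium response area above 5 SD of library B-scores, with initial fluorescence ratio within 5 SD of library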;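 further: B-score of integrated fluorescence ratio over time as area under calcium response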
Target sequence (Q9QUQ5 whole entry, looked up): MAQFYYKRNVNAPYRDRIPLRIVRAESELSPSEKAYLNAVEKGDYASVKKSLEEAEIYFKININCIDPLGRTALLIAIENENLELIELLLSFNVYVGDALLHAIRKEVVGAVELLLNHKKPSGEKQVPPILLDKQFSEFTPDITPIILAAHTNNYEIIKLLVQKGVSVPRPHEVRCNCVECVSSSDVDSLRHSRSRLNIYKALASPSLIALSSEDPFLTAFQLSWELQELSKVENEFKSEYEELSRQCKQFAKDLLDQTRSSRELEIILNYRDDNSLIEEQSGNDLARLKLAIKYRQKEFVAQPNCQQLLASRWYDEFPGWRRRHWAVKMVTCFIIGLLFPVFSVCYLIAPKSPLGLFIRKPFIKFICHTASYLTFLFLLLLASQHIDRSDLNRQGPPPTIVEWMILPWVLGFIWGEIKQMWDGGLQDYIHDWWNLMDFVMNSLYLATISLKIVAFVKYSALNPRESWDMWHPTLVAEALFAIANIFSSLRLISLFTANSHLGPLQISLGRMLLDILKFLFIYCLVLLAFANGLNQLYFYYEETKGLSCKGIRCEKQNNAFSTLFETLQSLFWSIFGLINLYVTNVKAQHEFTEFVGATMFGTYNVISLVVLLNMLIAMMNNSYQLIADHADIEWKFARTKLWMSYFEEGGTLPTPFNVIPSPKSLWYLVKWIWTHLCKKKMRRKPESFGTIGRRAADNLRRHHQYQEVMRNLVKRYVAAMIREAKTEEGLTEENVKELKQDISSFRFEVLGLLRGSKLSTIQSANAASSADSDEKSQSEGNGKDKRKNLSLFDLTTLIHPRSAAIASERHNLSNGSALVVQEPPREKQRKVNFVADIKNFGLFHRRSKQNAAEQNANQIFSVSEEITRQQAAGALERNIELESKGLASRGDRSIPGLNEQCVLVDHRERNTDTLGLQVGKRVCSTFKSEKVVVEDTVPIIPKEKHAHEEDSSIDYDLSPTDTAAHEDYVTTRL
SKKanGAS inh: SKKanGAS growth inhibition; 1.3% of 300,000 active; inhibition, % at 7.5 µM; S. pyogenes SKKanGAS, kanamycin growth, BacTiter-Glo, 6 h;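 active means mean replicate score, as percent of positive control median, at least 50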;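 further: strain carries kanamycin resistance gene driven by streptokinase promoter and grows in 40 µg/ml kanamycin; loss of luminescence reflects streptokinase promoter inhibition or plain growth inhibition; 0% = median of DMSO wells and 100% = positive control at its reference dose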
TRPC4 block: inhibitors of mouse TRPC4 channel. Q9QUQ5. B-score at 10 µM. 0.39% of 300,000 active. HEK293 TRPC4beta/mu-opioid, DAMGO-evoked Fluo4 calcium flux; stronger effect = lower value;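 active means B-score over 3 SD under the library average, no early fluorescence shift, positive overall ratio signal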
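Assay system: TRPC4beta/mu-opioid receptor HEK293 cell line; compound dosing: single concentration per test compound; detection: Fluo4 Ca2+ flux fluorescence; evaluation: per-well B score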
IEC-6 tox: counter-screen for KLF5 inhibitors: cytotoxicity in IEC-6 cells. IEC-6 cytotoxicity, luminescence viability. inhibition, % at 5 µM. 0.78% of 290,000 active; in the data active means inhibition above about 22%;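 further: 0% = plate median of test compound wells and 100% = cytotoxic reference compound wells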
TRPC4 agonist: TRPC4 (mouse) channel activation. Q9QUQ5. HEK293 TRPC4beta/mu-opioid, Fluo4 calcium fluorescence; stronger effect = higher value. B-score at 10 µM. 0.49% of 310,000 active;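 active means B-score above 5 SD of library B-scores, and initial fluorescence ratio not above library mean plus 5 SD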;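 further: positive B-score marks a calcium rise read as TRPC4 activation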
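Technique: kinetic Fluo4 calcium fluorescence; Test system: TRPC4beta and mu-opioid receptor HEK293 stable cells; Measure: B-scored integrated calcium fluorescence ratio; Benchmarks: low control buffer alone, high control maximal DAMGO; Schedule: 45 min room-temperature Fluo4 loading, 110 s read.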
MrgX1 antag: antagonists of human MrgX1 receptor; MRGX1-HEK293 calcium flux, Fluo-4, BAM8-22 antagonism; stronger effect = lower value; B-score at 10 µM; 1.3% of 310,000 active; AID 588676;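 active means calcium-response B-score plate-corrected more than 3 library SD below zero, starting fluorescence within 5 deviations, no agonist response on first addition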;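 further: peak minus trough fluorescence over baseline after final BAM8-22 challenge near maximal dose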
Starred values were filed as active, the others as inactive; i = inactive; . = not tested or not shown.

Values run as follows: TRPC6 activator	aSyn UTR inh	TRPC6 inhibitor	HIF act	KLF5 inh	TRPC4 PAM	SKKanGAS inh	TRPC4 block	IEC-6 tox	TRPC4 agonist	MrgX1 antag
Cc1ccc(S(=O)(=O)N(C)c2ccc(OCC(=O)Nc3cccc(-n4cnnn4)c3C)cc2)cc1
  i	13	i	0.3	-3	i	4	i	-2	i	i
C=CCn1c(SCC(=O)NCC2CCCO2)nc2scc(-c3ccco3)c2c1=O (stereo unspecified)
  i	-5	i	-0.2	7	i	5	i	1	i	i
Cc1onc(-c2ccccc2Cl)c1C(=O)NCc1ccccc1F
  i	19	i	0.0	-22	i	13	i	-15	i	i
Cc1ccn2c(NC3CCCCC3)c(-c3cccc(-c4cccc(Cl)c4)c3)nc2c1
  i	-16	i	-8.1	.	i	32	i	.	i	i
COc1cc(C)c(NC(=O)C(=S)NCc2ccccc2)cc1C
  i	5	i	0.2	-15	i	3	i	-3	i	i
CCOC(=O)N1CCN(S(=O)(=O)c2cc(Br)cc3c2N(C(=O)C2CC2)CC3)CC1
  i	0	i	-0.7	-15	i	1	i	-1	i	i
CC1CCCCC1NC(=O)CCS(=O)(=O)c1ccc2c(c1)NC(=O)CS2 (stereo unspecified)
  i	-15	i	0.4	-27	i	-5	i	-3	i	i
c1cncc(-c2nc3c(ccc4ccccc43)[nH]2)c1
  i	-193	i	.	-46	i	1	i	0	i	i
Cn1c(SCC(=O)N2CCOCC2)nnc1-c1ccc2ncccc2c1
  i	-27	i	0.2	2	i	0	i	-3	i	i
COc1ccc2nc(SCC(=O)Nc3nccs3)[nH]c2c1
  i	-39	i	0.7	-18	i	-10	i	2	i	i
O=S(=O)(NCc1ccc2c(c1)OCO2)c1c(F)cc(F)cc1Br
  i	-3	i	-0.3	-25	i	2	i	4	i	i
Cc1ccc(S(=O)(=O)N2CCCOC2CNC(=O)C(=O)NCc2ccccc2C)cc1 (stereo unspecified)
  i	9	i	-0.3	7	i	5	i	3	i	i
CC(/C=C/c1cccs1)=C\C(=O)O
  i	5	i	0.0	-17	i	-2	i	-3	i	i
COc1ccccc1CC(=O)Nc1c[nH]c(=O)[nH]c1=O
  i	14	i	0.3	-27	i	6	i	3	i	i
Cc1ccccc1OCC(=O)N/N=C/c1c(C)nn(-c2ccccc2)c1Cl
  i	20	i	0.0	4	i	6	i	-2	i	i
CC1=CC(C)(C)N2C(=O)C3(SCC(=O)N3c3ccc(O)cc3)c3cc(C)cc1c32 (stereo unspecified)
  i	5	i	-1.1	-14	10*	11	i	-3	i	i
CCOC(=O)Cn1c(SC)nc2sc3c(c2c1=O)CC(C)(C)OC3
  i	10	i	-0.1	-6	i	0	i	1	i	i
O=Cc1cccc(OCc2cccc3ccccc23)c1
  i	-117	i	0.7	-203	i	6	i	3	i	i
CCOC(=O)c1[nH]nc(N)c1NC(=O)c1ccc(Cl)cc1Cl
  i	6	i	0.1	-8	i	14	i	2	i	i
O=C(Cn1cccc1)NCc1cccs1
  i	-2	i	-0.1	-18	i	8	i	7	i	i

Copied from the results shown (2 entries):
Values run as follows: TRPC6 activator	aSyn UTR inh	TRPC6 inhibitor	HIF act	KLF5 inh	TRPC4 PAM	SKKanGAS inh	TRPC4 block	IEC-6 tox	TRPC4 agonist	MrgX1 antag
CCOC(=O)c1[nH]nc(N)c1NC(=O)c1ccc(Cl)cc1Cl
  i	6	i	0.1	-8	i	14	i	2	i	i
O=C(Cn1cccc1)NCc1cccs1
  i	-2	i	-0.1	-18	i	8	i	7	i	i

Further entries follow.
Values run as follows: TRPC6 activator	aSyn UTR inh	TRPC6 inhibitor	HIF act	KLF5 inh	TRPC4 PAM	SKKanGAS inh	TRPC4 block	IEC-6 tox	TRPC4 agonist	MrgX1 antag
CCC(C(=O)Nc1cc(C(=O)Nc2cc(C)ccn2)ccc1Cl)c1ccccc1 (stereo unspecified)
  i	-5	i	-0.4	-2	i	-7	i	-6	i	i
CCC(C)NC(=O)c1ccc(NC(=O)C2=C(C)OCCS2)cc1 (stereo unspecified)
  i	-5	i	0.1	-25	i	0	i	3	i	i
O=C(COc1ccc(Br)cc1)Nc1nnc(-c2cccnc2)s1
  i	-1	i	-0.4	19	i	-3	i	4	i	i
CSc1cccc(NC(=O)CCCNC(=O)c2ccc(Cl)cc2)c1
  i	30	i	-0.3	-27	i	-8	i	2	i	i
COc1ccc(C2C(C#N)=C(N)Oc3c2c(-c2ccccc2)nn3-c2ccccc2)c(OC)c1OC (stereo unspecified)
  i	-19	i	1.2	-28	i	26	i	-2	i	i
CN(C)C(=O)CSc1nc(-c2ccccc2)c(-c2ccccc2)o1
  i	19	i	-0.2	-14	i	9	i	0	i	i
COC(=O)c1ccc(NC(=O)C23CC4CC(C2)CC(n2cnc(Cl)n2)(C4)C3)cc1
  i	-56	i	1.1	-37	i	-3	i	-5	i	i
CCc1ccc(C=NC23CN4CN(CN(C4)C2)C3)s1
  i	25	i	0.0	-40	i	1	i	-2	i	i
CC(C)N1C(=O)C(O)(C2COC(C)(C)CC2=O)c2ccccc21 (stereo unspecified)
  i	-7	i	1.4	9	i	0	i	1	i	i
COCc1cc(Sc2ccc(Cl)cc2Cl)nc(-c2ccccc2)n1
  i	15	i	-0.1	-8	i	-2	i	-8	i	i
CC(=O)N(CCc1ccccc1)Cc1cc2cc(C)ccc2[nH]c1=O
  i	-3	i	-1.7	5	i	-13	i	-2	i	i
O=C(c1ccco1)N1CCN(C(=O)C2(S(=O)(=O)c3ccc(Cl)cc3)CC2)CC1
  i	8	i	-0.6	-36	i	-2	i	7	i	i
COCCCn1c(SCc2cccc(C(F)(F)F)c2)nc2cc(OC)c(OC)cc2c1=N
  i	17	i	-0.5	-21	i	14	i	0	i	i
O=C(CN(C(=O)c1ccc2c(c1)OCCO2)c1ccccc1)NCC1CCCO1 (stereo unspecified)
  i	-41	i	-0.3	-13	i	18	i	7	i	i
CCOC(=O)C1CCN(CCC(=O)Nc2ccccc2)CC1
  i	-16	i	-0.2	-16	i	-3	i	0	i	i
CCOC(=O)c1ccc(CNC(=O)c2n[nH]c(=O)c3ccccc23)o1
  i	-1	i	-0.1	2	i	-1	i	1	i	i
CN(C)C(=O)CSc1nnc([C@H](Cc2c[nH]c3ccccc23)NC(=O)OC(C)(C)C)o1
  i	7	i	0.1	.	i	2	i	.	i	i
COc1cnn(Cc2ccccc2)c(=O)c1SCc1ccccc1
  i	24	i	-0.4	-6	i	-1	i	-2	i	i
COc1ccc(N(C)S(=O)(=O)c2c(C)noc2C)c(OC)c1
  i	5	i	0.1	-15	i	-14	i	-7	i	i
COc1ccc(-c2cc(=O)oc3cc(OCC(=O)N(C)C4CCS(=O)(=O)C4)ccc23)cc1 (stereo unspecified)
  i	5	i	-0.5	-5	i	-1	i	-2	i	i
Cn1c(SCC(=O)N/N=C/c2ccc([N+](=O)[O-])s2)nnc1-c1ccc(Cl)cc1
  i	-48	i	0.2	-4	i	0	i	13	i	i
CCC(=O)Nc1ccc(NC(=O)CSc2nnnn2-c2cccnc2)cc1C
  i	12	i	0.3	-47	i	3	i	-7	i	i
Cc1cccc(N2C(=O)CC(Sc3nc(C)cc(C)n3)C2=O)c1 (stereo unspecified)
  i	-3	i	-2.5	-6	i	0	i	4	i	i
COc1cc(OC)cc(C(=O)N[C@H](C(=O)Nc2nc(-c3ccc(F)c(F)c3)cs2)C(C)C)c1
  i	-1	i	0.1	-25	i	-6	i	4	i	i
Cc1cc(O)c(C=Nc2cccc(Cl)c2)c(=O)o1
  i	13	i	-0.2	3	i	-6	i	-9	i	i
CCOC(=O)C1=C(C)N=c2s/c(=C\c3ccc(OCC(=O)O)cc3)c(=O)n2C1c1ccc(Cl)cc1 (stereo unspecified)
  i	-9	i	-1.4	-43	i	25	i	-8	i	i
Cc1ccc(C)c(/C=C/C(=O)c2ccccc(=O)c2O)c1
  i	46	i	2.4	-20	i	99*	i	-10	i	i
Cc1cc(C)c(C)c(OCC(=O)N2CCCCCC2)c1
  i	9	i	0.7	10	i	2	i	6	i	i
c1csc(C(c2nnnn2C2CCCCC2)N2CCN(c3nc4ccccc4s3)CC2)c1 (stereo unspecified)
  i	-7	i	0.2	0	i	7	i	-2	i	.
COc1ccc(-c2nc(NC(=O)c3ccccc3)sc2-c2ccc([N+](=O)[O-])cc2)cc1
  i	8	i	0.0	8	i	10	i	3	i	i
Cc1nnc(NC(=O)c2cccc(S(=O)(=O)N3CCN(C)CC3)c2)s1
  i	2	i	0.4	.	i	-12	i	.	i	i
O=C(Nc1ccccc1N1CCOCC1)c1ccc([N+](=O)[O-])cc1
  i	7	i	0.3	-3	i	-1	i	2	i	i
CN(C)c1ccc(-c2nn3c(-c4ccccc4Cl)nnc3s2)cc1
  i	82*	i	0.1	23	i	19	i	35*	i	i
OC(Cc1nc2ccccc2[nH]1)c1ccccc1Cl (stereo unspecified)
  i	-4	i	.	-39	i	-6	i	-3	i	i
Cc1ccc(C(=O)C2CCNCC2)cc1
  i	1	i	-0.2	-9	i	-10	i	0	i	i
OC1(c2cccc(C(F)(F)F)c2)CCN(Cc2nc(-c3cnccn3)no2)CC1
  i	2	i	.	-21	i	2	i	6	i	i
Cc1ccccc1NC(=O)c1ccno1
  i	2	i	-0.7	-20	i	-2	i	-7	i	i
Brc1cc2c(cc1/C=N/Nc1nc3ccccc3s1)OCO2
  i	-117	i	1.2	-23	i	4	i	3	i	i
COc1ccccc1C(=O)NC(C)c1cccc2ccccc12 (stereo unspecified)
  i	-6	i	0.1	-4	i	6	i	1	i	i
Cc1ccc(-c2nnc(-c3ccncc3)n2-c2ccc(C)cc2)cc1
  i	-33	i	0.1	-11	i	8	i	-7	i	i
Cc1cc(C)n(-c2nnc(C)n2NS(=O)(=O)c2ccc(F)cc2)n1
  i	-3	i	.	-7	i	-1	i	-4	i	i
COc1ccc(C(=O)c2c(O)cc(-c3ccc(OC)cc3)oc2=O)cc1
  i	-9	i	-0.4	-25	i	5	i	4	i	i
Cc1ccccc1NC(=O)c1ccc2c(O)c(S(=O)(=O)c3ccccc3)c(=O)[nH]c2c1
  i	-7	i	0.0	-21	i	5	i	5	i	i
CN1CCc2c(sc(NC(=O)CS(=O)(=O)c3ccccc3)c2C(N)=O)C1
  i	-4	i	-1.9	.	i	3	i	.	i	i
Fc1cccc(/C=N/n2c(C3CCCCC3)n[nH]c2=S)c1
  i	11	i	-0.2	-16	i	5	i	-1	i	i
Cc1nc2ccccc2n1C1CCN(C(=O)Nc2ccccc2)CC1
  i	22	i	-0.3	-7	i	2	i	-1	i	i

From PubChem BioAssay
